# From PubChem BioAssay
# MITF primary – inhibitors of human MITF. AlphaScreen MITF homodimerization, bead proximity signal. O75030. inhibition, % at 2.6 µM. 650,000 compounds, 0.91% hits. AID 1259374; in the data active = inhibition above about 50%;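 note: 0% = vehicle wells with protein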
# FBW7 activator – human FBW7 E3 ligase activation, primary screen. 650,000 compounds, 0.13% hits. AlphaScreen FBW7–phospho-cyclin E peptide binding, activator screen. Q969H0. AID 1259310. normalized activity (activation), % at 26.1 µM; in the data active = normalized activity above about 1.9%;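 note: purified mutant Fbw7 with reduced substrate affinity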
# Target sequence (Q969H0 whole entry, looked up): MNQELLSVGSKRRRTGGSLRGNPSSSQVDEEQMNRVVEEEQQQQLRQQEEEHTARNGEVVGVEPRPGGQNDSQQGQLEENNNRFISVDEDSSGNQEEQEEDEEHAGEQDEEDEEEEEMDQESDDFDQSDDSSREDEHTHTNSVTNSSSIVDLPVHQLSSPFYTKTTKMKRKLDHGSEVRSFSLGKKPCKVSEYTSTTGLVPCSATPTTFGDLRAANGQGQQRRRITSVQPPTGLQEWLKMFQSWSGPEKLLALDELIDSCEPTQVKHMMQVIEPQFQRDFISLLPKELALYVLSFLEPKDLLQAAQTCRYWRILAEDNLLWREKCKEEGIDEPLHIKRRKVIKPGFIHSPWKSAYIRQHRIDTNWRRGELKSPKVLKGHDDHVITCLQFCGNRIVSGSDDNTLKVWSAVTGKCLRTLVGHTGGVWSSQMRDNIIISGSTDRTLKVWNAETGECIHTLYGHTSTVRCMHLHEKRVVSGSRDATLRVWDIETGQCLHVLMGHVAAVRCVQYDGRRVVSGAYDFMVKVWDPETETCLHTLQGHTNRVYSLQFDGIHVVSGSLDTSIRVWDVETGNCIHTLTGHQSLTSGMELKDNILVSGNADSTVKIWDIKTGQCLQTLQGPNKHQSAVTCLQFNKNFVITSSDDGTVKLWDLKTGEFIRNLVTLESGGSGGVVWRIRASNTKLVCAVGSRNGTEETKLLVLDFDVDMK
# GPR151 activ – human GPR151 activation | Q8TDV0 | PathHunter beta-arrestin GPR151 cells, luminescence | activation, % at 11.2 µM | 650,000 compounds, 1% hits | AID 1508602; in the data active = activation above about 4.9%;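 note: 0% = median of compound wells and 100% = cells with positive control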
# Target sequence (Q8TDV0 whole entry, looked up): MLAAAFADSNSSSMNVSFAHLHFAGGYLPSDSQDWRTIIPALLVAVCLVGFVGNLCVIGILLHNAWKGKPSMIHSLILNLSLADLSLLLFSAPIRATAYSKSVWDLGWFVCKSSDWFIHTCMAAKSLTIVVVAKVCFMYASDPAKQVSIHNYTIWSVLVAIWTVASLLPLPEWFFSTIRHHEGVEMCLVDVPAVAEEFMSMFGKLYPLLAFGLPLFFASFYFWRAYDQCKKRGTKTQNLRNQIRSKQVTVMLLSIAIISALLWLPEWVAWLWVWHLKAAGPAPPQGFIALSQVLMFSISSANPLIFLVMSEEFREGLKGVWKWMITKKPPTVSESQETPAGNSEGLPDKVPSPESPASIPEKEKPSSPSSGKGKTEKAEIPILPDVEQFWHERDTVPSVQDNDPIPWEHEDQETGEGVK
# TEAD-YAP block – TEAD-YAP interaction inhibition | HEK-TIYL cells, TEAD-Gal4/YAP UAS-luciferase luminescence | inhibition, % at 9.12 µM | 640,000 compounds, 1.4% hits | AID 1259422; in the data active = inhibition above about 32%;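 note: 0% = median of test compound wells and 100% = reference inhibitor wells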
# * = called active by the depositor; . = not tested or not shown.
nr | canonical_smiles | MITF primary | FBW7 activator
1 | COc1cc(Br)c(CN2CCN(C=O)CC2)cc1OC | -9 | -0.1
2 | CCOC(=O)c1c(NC(=O)Nc2ccccc2)sc2c1CCCC2 | 4 | -0.1
3 | CCOC(=O)CSc1nc2c(sc(=S)n2CCc2ccccc2)c(=O)n1-c1c(C)cccc1C | 1 | -0.1
4 | CCOC(=O)c1ccc(Nc2cc(C)nc3nc(C)nn23)cc1 | 23 | 0.5
5 | O=C(c1cc2ccccc2o1)N1CCCCC1 | -9 | 0.2
6 | COc1ccc(/C=C/C2=NOC(O)(C(F)(F)F)C2)cc1 (centres undefined) | 22 | 0.3
7 | CCOCCCNc1nnnc2c1cnn2-c1ccccc1 | 17 | 0.2
8 | Cc1c(C(=O)NNC(=O)c2nn(C)cc2I)nnn1-c1nonc1N | -5 | 0.1
9 | COc1cc(C(=O)Nc2cc(C(F)(F)F)ccc2OC2CCCCC2)ccc1Oc1ccc(C(F)(F)F)cc1[N+](=O)[O-] | 1 | 0.1
10 | Cc1ccc(N2C(=O)CN(S(C)(=O)=O)CC2(C)C(=O)NC2CCCC2)c(C)c1 (centres undefined) | 0 | -0.1
11 | COc1cc(C2C(C#N)=C(N)Oc3n[nH]c(-c4ccc5c(c4)OCO5)c32)ccc1O (centres undefined) | 10 | -0.1
12 | O=C(Nc1cccc(F)c1)C1CC12CCN(C(=O)C1=CCCCC1)CC2 (centres undefined) | -16 | -0.1
13 | Cc1cccc2cc(CN(Cc3cccnc3)C(=O)Nc3cccc(F)c3)c3nnnn3c12 | 7 | 0.2
14 | COc1ccccc1C(=O)N/N=C(/CC(=O)c1cccs1)C(F)(F)F | -11 | -0.2
15 | S=c1c2ccccc2oc2ccccc12 | 3 | 0.5

nr | GPR151 activ | TEAD-YAP block
1 | 0.0 | -3
2 | -1.1 | -5
3 | -0.9 | 3
4 | -0.3 | -2
5 | -5.1 | -44
6 | -0.7 | -48
7 | -4.0 | 3
8 | 0.5 | 7
9 | -0.8 | 10
10 | -0.5 | -4
11 | 2.6 | 13
12 | 0.0 | -4
13 | -0.3 | 4
14 | -0.2 | -12
15 | 0.7 | 19

# Next results follow:
nr | canonical_smiles | MITF primary | FBW7 activator
16 | CC(=O)Nc1ccc(S(=O)(=O)N2CCSC2c2ccccc2)cc1 (centres undefined) | 25 | 0.3
17 | CCN1CCN(CC(O)COc2cc(C)ccc2C(C)C)CC1 (centres undefined) | -9 | 0.0
18 | COc1ccc(S(=O)(=O)NCCSC(C)(C)C)c(Cl)c1Cl | 8 | 0.0
19 | O=C(NCCN1CCOCC1)c1cccc(NC2CCN(Cc3ccccc3)CC2)n1 | 29 | 0.1
20 | CN(C)c1ccc(/C=C2/C(=O)NN(c3ccc(Cl)cc3)C2=O)cc1Br | 3 | -0.1
21 | CCC(=O)c1ccc(OCC(O)CNC(CC)CO)cc1 (centres undefined) | 1 | 0.2
22 | O=C(O)c1cc(S(=O)(=O)Nc2ccc(I)cc2)ccc1Cl | 2 | 0.0
23 | CN(c1ccc([N+](=O)[O-])cc1S(=O)(=O)N1CCCCC1)C1CCCCC1 | 1 | -0.1
24 | COc1ccc2nc(NC(=O)COC(=O)/C=C/c3ccco3)sc2c1 | -13 | 0.0
25 | CCC(C(=O)NCc1cccs1)c1ccccc1 (centres undefined) | -1 | -0.1
26 | CC(=O)NCCCS(=O)(=O)O | 20 | 0.2
27 | CC(NC(=O)c1c(C(F)(F)F)nc2ccccn12)c1ccccc1 (centres undefined) | 5 | 0.0
28 | CC(C)N(C(=O)CSc1nnc(CNc2nc(-c3ccccc3)cs2)n1C)C(C)C | 2 | -0.1
29 | O=C1Cc2cc(S(=O)(=O)NC(c3ccccc3)c3ccccc3)cc3c2N1CCC3 | 8 | 0.1
30 | Fc1ccccc1Cn1cc(C(=S)N2CCCC2)c2ccccc21 | -9 | -0.2

nr | GPR151 activ | TEAD-YAP block
16 | -1.0 | 5
17 | -0.2 | 0
18 | 8.6* | -3
19 | -1.8 | 6
20 | -0.6 | -1
21 | -0.4 | 7
22 | -1.5 | -2
23 | 0.8 | -7
24 | 0.4 | -12
25 | -0.3 | 11
26 | -1.4 | 5
27 | 3.4 | 3
28 | -0.3 | 6
29 | 1.9 | -5
30 | -1.3 | -11

# Carrying on.
nr | canonical_smiles | MITF primary | FBW7 activator
31 | CC1(C)C(=O)Nc2ccccc2N1C(=O)CN1c2cccc3cccc(c23)S1(=O)=O | 5 | -0.1
32 | COC(=O)c1ccc(/C=N/NC(=O)CNC(=O)c2ccc(Cl)cc2)cc1 | 7 | 0.0
33 | Cc1ccc(C(C)C)c(OCCNc2nc3c(c(=O)n(C)c(=O)n3C)n2C)c1 | 1 | -0.1
34 | Cc1cc(Cl)ccc1NC(=O)c1sc2ncn(Cc3ccccc3F)c(=O)c2c1C | 7 | -0.1
35 | O=C(CC1COc2ccccc2O1)NC1CCCCC1 (centres undefined) | 5 | 0.0
36 | CN1CC=C2C(C#N)=C(N)C(C#N)(C#N)C(c3ccc(F)cc3)C2C1 (centres undefined) | 3 | 0.0
37 | c1ccc(COc2ccc(CNc3ccc(CNc4ncn[nH]4)cc3)cc2)cc1 | 12 | 0.1
38 | COCCn1cc(C(=O)NCCc2ccc(Cl)cc2)c2c3ccccc3n(C)c2c1=O | -4 | 0.0
39 | CC(C)Cc1cc(C(=O)NCc2cccnc2)no1 | -10 | -0.1
40 | Cc1n[nH]c(=O)nc1N/N=C/c1ccccc1 | 12 | -0.3
41 | OC(COc1ccc(CNCCN2CCCCC2)cc1)CN1CCc2ccccc2C1 (centres undefined) | 1 | 0.1
42 | O=C(NNC(=O)c1ccccc1Br)c1ccco1 | -3 | 0.0
43 | O=C(O)COc1ccc(N2C(=O)C(=O)/C(=C(\O)c3ccccc3)C2c2cccc([N+](=O)[O-])c2)cc1 (centres undefined) | 3 | -0.2
44 | CCC(C)C(NC(=O)C(C)NC(=O)CNC(=O)OCc1ccccc1)C(N)=O (centres undefined) | 18 | 0.0
45 | COc1ccc(CNC(=O)c2ccc(C)c(C)c2)cc1 | 1 | 0.0

nr | GPR151 activ | TEAD-YAP block
31 | 0.2 | -9
32 | 0.6 | 2
33 | -1.0 | -9
34 | -0.2 | 9
35 | 3.1 | -9
36 | 0.3 | 10
37 | -0.6 | 8
38 | -0.8 | 7
39 | 0.1 | -19
40 | -4.2 | -5
41 | 1.6 | 2
42 | -0.3 | -14
43 | -1.0 | -13
44 | 0.6 | 0
45 | -0.3 | -37

# Carrying on:
nr | canonical_smiles | MITF primary | FBW7 activator
46 | Cc1ccc(NC(=O)C(C)N2C(=O)c3ccccc3S2(=O)=O)cc1 (centres undefined) | -5 | -0.1
47 | CC12CCOC1(C)N(Cc1ccccc1)c1ccccc12 (centres undefined) | 13 | 0.1
48 | CCN1C(C)=C(C(=O)OC)[C@@H](c2ccccc2)N2C(=O)[C@@]3(C(=O)OC)O[C@@]12[C@@H]1C(=O)N(C)C(=O)[C@@H]13 | 12 | 0.1
49 | COc1ccccc1N1CCN(C(=O)c2ccc(S(=O)(=O)c3cccc(Cl)c3)c([N+](=O)[O-])c2)CC1 | 21 | 0.1
50 | Cc1sc2nc(C)n3c(=O)n(CC(=O)N4CCOCC4)nc3c2c1C | -5 | -0.1
51 | COC(=O)c1c[nH]n2c(NCCc3ccccc3)c(-c3cccc(OC)c3)nc12 | 14 | 0.3
52 | C=CCn1c(COc2ccc(Br)cc2)nnc1SCC(=O)C(C)(C)C | 3 | 0.2
53 | COc1cc(NC(=O)CSC2=C(C#N)C(c3ccco3)C(C(=O)Nc3ccccc3OC)=C(C)N2)c(OC)cc1Cl (centres undefined) | 5 | 0.6
54 | COc1ccc(C(=O)COc2ccc(C#N)cc2)cc1OC | 7 | 0.1
55 | CCOCCCNC(=O)c1ccc2c(c1)ncn2-c1ccc(OC)cc1 | 19 | 0.1
56 | O=C(COC(=O)COc1ccc(Cl)cc1)NC1CC1 | -1 | 0.0
57 | COc1ccccc1-n1cnc2cc(C(=O)O)ccc21 | -12 | -0.1
58 | COc1cccc(NC(=O)CC(C)c2ccccc2)c1 (centres undefined) | 3 | 0.0
59 | COc1ccccc1N1CCN(C(=O)CCSCc2ccccc2F)CC1 | -3 | 0.1
60 | CCc1ccc(NC(=O)c2ccc(NS(C)(=O)=O)cc2)cc1 | -7 | -0.1

nr | GPR151 activ | TEAD-YAP block
46 | -0.8 | 1
47 | 0.7 | -2
48 | -2.3 | .
49 | 0.0 | 24
50 | -0.1 | -3
51 | 0.4 | -6
52 | 1.0 | 10
53 | -1.2 | -9
54 | 1.6 | -4
55 | -0.2 | -5
56 | 0.0 | 0
57 | 0.3 | 0
58 | 1.1 | -15
59 | -0.1 | -32
60 | 3.2 | -42

# More structures:
nr | canonical_smiles | MITF primary | FBW7 activator
61 | COc1cc(NC(=O)CSc2nnc(-c3ccccc3)n2N)cc(OC)c1 | 11 | 0.6
62 | O=C1NN=C2CCC34CC12CCC3=NNC4=O | -18 | 0.1
63 | Cc1c(C(=O)N2CC(=O)Nc3ccc(F)cc3C2c2ccccc2)cccc1[N+](=O)[O-] (centres undefined) | 5 | 0.0
64 | Clc1ccccc1C1Nc2cccc3cccc(c23)N1 | 9 | 0.2
65 | CC(=O)N1CCN(c2ccc(NC(=O)c3ccc(N4CCCC4)c([N+](=O)[O-])c3)cc2)CC1 | 14 | 0.8
66 | CC(NCc1c(C(=O)N2CCCC2)nc2sccn12)c1cnn(-c2ccccc2)c1 (centres undefined) | 2 | -0.1
67 | COc1ccc(OC)c(CNC2CCCN(c3nc(C)c4ccc(C)cc4n3)CC2)c1 (centres undefined) | 4 | -0.1
68 | Cn1cc(C(=O)C(=O)NCc2ccccc2)c2ccccc21 | -11 | 0.0
69 | CN1CCN(C(=O)c2cc3ccccc3oc2=O)CC1 | 4 | -0.2
70 | O=C(Nc1cccc(Cl)c1Cl)c1c(O)c2cccc3c2n(c1=O)CCC3 | 5 | -0.1
71 | Cc1ccc(CNC(=O)CCCCCn2c(SCC(=O)NCc3ccco3)nc3ccsc3c2=O)cc1 | 2 | -0.1
72 | O=C1C2C3C=CC(CC3)C2C(=O)N1/N=C/c1cc(Br)cc([N+](=O)[O-])c1O (centres undefined) | 37 | 0.0
73 | CC1(C)CC(=O)C2=C(C1)Nc1cc(C(=O)c3ccccc3)ccc1NC2c1ccco1 (centres undefined) | -5 | -0.1
74 | Clc1ccc2ccccc2n1 | -2 | 0.1
75 | CC1(C)Cc2c(c(-c3ccccc3)nc(N3CCCC3)c2C(N)=O)CO1 | 2 | 0.3

nr | GPR151 activ | TEAD-YAP block
61 | -1.3 | 15
62 | 0.0 | -5
63 | 0.5 | 3
64 | 0.5 | -4
65 | -1.6 | -1
66 | -0.7 | -11
67 | -0.1 | -7
68 | -0.7 | -22
69 | -0.1 | 0
70 | 1.0 | 6
71 | -0.2 | -1
72 | -1.4 | 9
73 | -0.2 | -14
74 | -1.1 | -4
75 | -0.7 | -3

# (cont.)
nr | canonical_smiles | MITF primary | FBW7 activator
76 | COCCNC(=O)CSc1cc(Cl)nc2ccc(C)cc12 | -5 | -0.1
77 | O=C(CN1CCC(O)(c2cccnc2)CC1)NCc1ccccc1F | -7 | -0.2
78 | COc1ccc(C(=O)NCCc2nnc3n2CCN(Cc2ccco2)CC3)cc1 | 10 | 0.0
79 | COc1ccc(Br)cc1/C=C/C(=O)Nc1ccc(F)cc1 | 6 | 0.1
80 | O=C(CN1C(=O)c2cccc3cccc1c23)Nc1ccc(Br)c(Cl)c1 | -14 | -0.2
81 | O=C(/C=C/c1ccc(Br)cc1)Nc1ccc2c(c1)OCCO2 | 18 | 0.6
82 | CCNC(=S)N/N=C(\C)c1ccc(Cl)s1 | 15 | -0.2
83 | O=C1CSC(c2ccccn2)N1c1ccc(Br)cc1 (centres undefined) | 14 | 0.4
84 | CC(=O)Nc1nnc(SCC(=O)N2CCN(c3ccccc3)CC2)s1 | -13 | 0.0
85 | CN(C(=O)CC1C(=O)NCCN1Cc1ccccc1C(F)(F)F)C1CCOCC1 (centres undefined) | -3 | -0.1
86 | CCN(CC)C(=O)C1CCCN(c2nc(Nc3cc(OC)c(OC)c(OC)c3)c3[nH]cnc3n2)C1 (centres undefined) | -5 | 0.0
87 | O=C(O)c1cccc(-c2cnc3ccc(NCC4CC4)nn23)c1 | -4 | 0.2
88 | COc1ccc(CC(=O)Nc2nnc(SCC(=O)N3CCCC3)s2)cc1OC | -4 | 0.1
89 | COc1ccc(Br)cc1C(=O)N/N=C/c1ccc(C)o1 | 6 | 0.7
90 | Cc1cc(C)cc(C(=O)NCC(=O)OCC(=O)NC(N)=O)c1 | 5 | -0.1

nr | GPR151 activ | TEAD-YAP block
76 | 0.9 | 2
77 | 0.3 | -13
78 | 0.8 | 0
79 | -1.3 | 0
80 | -1.4 | 2
81 | -0.8 | -37
82 | -2.5 | 8
83 | -0.3 | -5
84 | -0.6 | 6
85 | 0.4 | 5
86 | -0.7 | 9
87 | -1.5 | 5
88 | 2.2 | 2
89 | -1.4 | 8
90 | 1.1 | 2

# More records
nr | canonical_smiles | MITF primary | FBW7 activator
91 | CCCNC(=O)c1csc(-c2ccc(C(=O)N3CCN(C)CC3)cc2)n1 | 6 | 0.0
92 | COC(=O)c1cccc(NC(=O)CN2CCC(c3nc4ccc(Cl)cc4[nH]3)CC2)c1 | 7 | -0.1
93 | CCOc1cc(/C=C2/N=C(c3ccccc3F)OC2=O)ccc1OC(=O)c1ccccc1 | 0 | -0.2
94 | OC(COCc1ccc(Cl)cc1)CN1CCOCC1 (centres undefined) | 3 | 0.0
95 | N#C/C(=C\c1cc2c(cc1Br)OCO2)C(N)=O | 12 | 0.1
96 | CCOc1ccc(-c2cc(N3C(=O)Nc4ccccc4N3O)on2)cc1OCC | -5 | -0.1

nr | GPR151 activ | TEAD-YAP block
91 | 3.1 | -4
92 | -0.4 | 9
93 | -1.2 | -6
94 | 0.9 | 7
95 | -0.4 | 5
96 | -0.2 | 1
